Screening data (PubChem)
NPY-Y1 antag – blocks the human neuropeptide Y Y1 receptor; P25929; HEK293-CNG Y1 cells, membrane potential fluorescence; NPY at EC95, then isoproterenol; inhibition, % at 3.6 µM; hit rate 1% among 200,000;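 active = inhibition above the campaign mean inhibition of all tested compounds plus 3 SD, cut at about 20% in these data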;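 also: 0% = DMSO wells given NPY plus isoproterenol and 100% = isoproterenol alone without NPY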
Target sequence (P25929 whole entry, looked up): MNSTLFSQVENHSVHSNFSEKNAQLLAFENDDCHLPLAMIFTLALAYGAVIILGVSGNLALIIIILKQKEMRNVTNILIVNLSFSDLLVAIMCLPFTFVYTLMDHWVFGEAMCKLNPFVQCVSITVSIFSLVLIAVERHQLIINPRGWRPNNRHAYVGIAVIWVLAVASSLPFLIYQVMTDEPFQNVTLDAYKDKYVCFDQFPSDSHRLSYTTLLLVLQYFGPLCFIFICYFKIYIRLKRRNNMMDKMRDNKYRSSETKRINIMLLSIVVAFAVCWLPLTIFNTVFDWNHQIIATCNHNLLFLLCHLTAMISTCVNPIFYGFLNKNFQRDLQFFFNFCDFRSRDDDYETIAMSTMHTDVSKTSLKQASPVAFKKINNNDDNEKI
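Assay system: HEK293 cells with Y1 receptor plus CNG channel | Probe or stimulus: NPY (25 nM), isoproterenol (1 µM), Ro 20-1724 (25 µM) | Timing: Compound incubation 1 h at room temperature, readout 45 min post-stimulation | Measured by: Membrane-potential fluorescent dye readout | Benchmarks: High control isoproterenol alone, low control NPY with isoproterenol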
BaF3 tox – counter-screen for JAK2V617F inhibitors: parental Ba/F3 viability inhibitors; hit rate 1.1% among 220,000; CellTiter-Glo ATP luminescence; inhibition, % at 5.6 µM;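 active = inhibition above a per-campaign cutoff, the mean inhibition of all tested compounds plus 3 SD, cut at about 27% in these data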;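 also: 0% = DMSO wells and 100% = JAK Inhibitor I control wells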
NPY-Y2 PAM-ag – potentiators or agonists of human neuropeptide Y receptor Y2; P49146; cells expressing NPY-Y2, potentiator/agonist read-out; activation, % at 3.6 µM; hit rate 0.45% among 220,000; AID 1359; in the data active = activation above about 27%;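 also: cells stimulated with NPY near EC25 plus isoproterenol at EC100; 0% = vehicle plus submaximal agonist and 100% = vehicle plus saturating agonist; some results beyond the cut were filed as inactive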
Ba/F3 V617F tox – lowers viability of Ba/F3 cells expressing EpoR and JAK2V617F. ATP luminescence. inhibition, % at 5.6 µM. hit rate 1.1% among 220,000. AID 1446;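 active = inhibition above the campaign mean plus 3 SD over all tested compounds, cut at about 24% in these data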;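 also: cytokine-independent growth of Ba/F3 cells driven by EpoR plus mutant JAK2; 0% = DMSO-treated cells and 100% = JAK inhibitor I control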
NPY-Y1 PAM-ag – potentiators or agonists of human neuropeptide Y receptor Y1. P25929. NPY-Y1 expressing cells, potentiator/agonist activation. activation, % at 3.6 µM. hit rate 0.37% among 220,000. AID 1304; in the data active = activation above about 33%, passing the limit was not always enough;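 also: cells stimulated with NPY at EC10 then isoproterenol at EC100; 0% = low agonist plus stimulus and 100% = saturating agonist plus stimulus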
S1P4 antagonist – blocks the human S1P4 receptor. O95977. S1P4-expressing cells, antagonist mode, reporter read-out. inhibition, % at 4.98 µM. hit rate 0.26% among 220,000. AID 1510; in the data active = inhibition above about 29%;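 also: 0% = wells stimulated with agonist and 100% = vehicle wells without agonist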
Target sequence (O95977 whole entry, looked up): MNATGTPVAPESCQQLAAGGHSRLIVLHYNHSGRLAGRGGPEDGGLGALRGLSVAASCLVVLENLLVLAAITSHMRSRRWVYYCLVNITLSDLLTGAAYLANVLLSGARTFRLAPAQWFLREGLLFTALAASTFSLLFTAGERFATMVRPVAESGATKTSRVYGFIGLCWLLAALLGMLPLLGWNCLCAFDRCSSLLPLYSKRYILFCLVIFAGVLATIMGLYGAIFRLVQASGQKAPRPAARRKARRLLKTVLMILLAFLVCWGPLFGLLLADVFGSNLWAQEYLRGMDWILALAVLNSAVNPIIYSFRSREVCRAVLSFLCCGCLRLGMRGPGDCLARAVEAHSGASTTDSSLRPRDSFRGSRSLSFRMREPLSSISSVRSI
RBBP9 inhibitor – blocks human serine hydrolase RBBP9; O75884; recombinant RBBP9, FP-Rh probe fluorescence polarization; inhibition, % at 7.94 µM; hit rate 0.2% among 220,000;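 active = inhibition above the campaign mean of all tested compounds plus 3 SD, cut at about 14% in these data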;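 also: plate controls were DMSO wells with RBBP9 for no effect and wells lacking RBBP9 protein for full effect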
Target sequence (O75884 whole entry, looked up): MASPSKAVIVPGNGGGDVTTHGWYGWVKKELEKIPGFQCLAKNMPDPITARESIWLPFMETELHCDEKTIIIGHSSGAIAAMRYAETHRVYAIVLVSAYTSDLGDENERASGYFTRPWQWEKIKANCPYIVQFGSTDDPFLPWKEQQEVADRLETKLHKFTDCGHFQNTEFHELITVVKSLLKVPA
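Test system: recombinant human RBBP9. Quantity: 2.5 µM RBBP9 dispensing solution, before mixing. Detection: FP readout at 525/598 nm. Reagent: Serine-hydrolase probe FP-Rh, 375 nM pre-mixing. Measure: % inhibition. Control set: DMSO-treated enzyme wells and wells lacking RBBP9. Buffer or medium: Tris-NaCl-Pluronic buffer, pH 8.0. Times: preincubation 30 min plus labeling 45 min at 25 °C.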
Runt-CBFb FRET – blocks binding of human RUNX1 Runt domain to CBFb; hit rate 0.46% among 220,000; Q01196+Q13951; inhibition, % at 20 µM; Cerulean-Runt/Venus-CBFb FRET ratio 530/480, 1 h;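 active = inhibition over about 50% at 20 µM in the single-dose screen, limit read from the data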;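 also: 0% = DMSO wells and 100% = excess unlabeled CBFb competitor control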
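Measured by: fluorescence energy transfer, 422 nm excitation, 530/480 nm emission; test system: Cerulean-tagged RUNX1 Runt domain (FRET donor) fusion protein; buffer or medium: Tris pH 7.5 buffer with BSA; compound: one dose, 20 µM compound, 1% DMSO; times: two 1 h room-temperature incubations shielded from light; benchmarks: unlabeled CBFb 5 µM, positive control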
S1P4 ag – activates the human S1P4 receptor; activation, % at 4.98 µM; hit rate 0.35% among 220,000; AID 1509; O95977; S1P4-expressing cell line, agonist reporter assay; in the data active = activation above about 11%;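 also: 0% = DMSO vehicle and 100% = reference agonist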
Numbers without * were called inactive; x = no result given.

Structure,NPY-Y1 antag,BaF3 tox,NPY-Y2 PAM-ag,Ba/F3 V617F tox,NPY-Y1 PAM-ag,S1P4 antagonist,RBBP9 inhibitor,Runt-CBFb FRET,S1P4 ag
Cc1cccc(NC2=NC(=S)N(c3ccc(C(=O)O)cc3)C23CCCCC3)c1,1,3,-13,1,-28,-3,0,-1,2.2
Cc1ccc(NS(=O)(=O)c2cc(C(N)=O)ccc2C)cc1,-4,1,12,-2,11,-1,-8,-1,-3.9
Cc1cccc(Nc2ccccc2C(=O)O)c1C,0,7,-10,2,-29,-11,-6,2,-0.6
COc1ccc2nc(NC(=O)CCc3nc(-c4ccccc4F)no3)sc2c1,-3,2,1,-3,-20,-6,-8,-4,-1.7
O=C(NCCc1ccncc1)c1ccccc1F,11,2,-5,-3,7,-15,-1,0,-2.7
O=C(OCc1ccc(F)cc1)c1ccc2ccccc2n1,2,3,-20,-1,-5,0,-5,-1,1.4
OC(COc1ccc(Cl)cc1)CN1CCCCC1 (centres undefined),6,4,7,0,-19,6,-6,-1,0.6
Cc1ccc2c(C)cc[n+](CCCS(=O)(=O)[O-])c2c1,1,7,2,3,-15,-22,-14,-1,1.3
O=C(c1cnccn1)N1CCc2ccccc2C1,0,2,4,-2,-8,6,-3,0,-1.2
Cc1nc([N+](=O)[O-])c(NCCO)n1Cc1ccccc1,2,2,13,-3,-4,-3,-7,0,1.1

Carrying on:
Structure,NPY-Y1 antag,BaF3 tox,NPY-Y2 PAM-ag,Ba/F3 V617F tox,NPY-Y1 PAM-ag,S1P4 antagonist,RBBP9 inhibitor,Runt-CBFb FRET,S1P4 ag
Cc1ccc(NS(=O)(=O)c2cc(NC(=O)C(C)Oc3ccccc3)ccc2C)c(C)c1 (centres undefined),2,3,9,-2,5,-11,-11,-2,-0.3
CCCCOc1ccc(N(CC(=O)NCC2CCCO2)C(=O)CCC(=O)Nc2cc(C)ccn2)cc1 (centres undefined),-2,0,1,-3,24,-3,-1,2,1.1
Cc1nc(C)c(-c2ccn(S(=O)(=O)c3ccc(Cl)cc3)n2)o1,x,2,-20,-2,12,6,-5,2,1.6
COC(=O)Cn1ccc(N(C)C)c(C#N)c1=O,0,7,-11,3,-8,-5,-5,0,0.4
CCOC(=O)c1ccc(NC(=O)CSc2nnc(CNC(=O)c3ccccc3F)o2)cc1,2,3,-2,3,-18,0,-11,0,-1.8
CCn1ncc(/C=N\NC(=O)c2ccc3c(c2)c(C)c(C)n3Cc2ccccc2)c1C,-6,2,-18,0,-14,-9,-12,-11,-2.5
CC1(C)CC(=O)C(C=NCCN2CCN(C3CC(=O)N(c4cccc(Br)c4)C3=O)CC2)=C(O)C1 (centres undefined),0,16,-3,0,1,-4,-14,3,-0.9
NNC(=S)NC1CC2CC1C1C=CCC21 (centres undefined),x,11,9,-1,26,6,5,1,0.1
COc1ccccc1NC(=O)c1cc2n(n1)C(C(F)(F)F)CC(c1ccc3c(c1)OCO3)N2 (centres undefined),-2,7,8,2,-20,-20,-9,-12,-4.6
CCOC(=O)N1CCN(Cc2nc(N)nc(Nc3ccc(Cl)cc3)n2)CC1,2,5,12,4,13,-9,-8,-1,1.1

More records.
Structure,NPY-Y1 antag,BaF3 tox,NPY-Y2 PAM-ag,Ba/F3 V617F tox,NPY-Y1 PAM-ag,S1P4 antagonist,RBBP9 inhibitor,Runt-CBFb FRET,S1P4 ag
COc1ccc(CC(=O)c2ccc(O)cc2O)cc1OC,8,-1,-8,-4,13,10,-2,-1,-2.9
O=C(Nc1ccccc1C(=O)NCC1CCCO1)c1ccco1 (centres undefined),7,7,4,4,-9,-5,-6,0,0.0
CCc1nc(C)cn1S(=O)(=O)c1cc(Cl)c(OC)cc1Cl,13,-2,-16,-2,1,-9,-7,-2,0.6
CCOC(=O)C1CCN(C(=O)CCc2nc3ccccc3[nH]2)CC1,1,4,10,-1,24,-3,-4,1,-1.1
Cc1c(C(O)CN2CCC(C(N)=O)CC2)c2ccccc2n1C (centres undefined),-6,3,10,-1,-10,-21,-6,-10,0.5
CCCOc1ccc(-c2csc(N)n2)cc1[N+](=O)[O-],5,-1,3,-6,-4,-1,-4,1,0.8
COc1ccc(CCNC(=O)C(=O)NCc2ccc(C(C)C)cc2)cc1OC,9,4,12,-1,-16,10,-7,-5,-0.8
COC(=O)c1c(C)nn(-c2ccccc2)c1N,6,0,11,-3,1,-7,4,2,-1.9
O=c1oc2ccccc2cc1-c1csc(NN=C2CCCCC2)n1,-2,1,3,-3,22,5,-6,9,2.7
COc1ccc(/C=C/C(=O)c2ccc(O)cc2)cc1CN1CCOCC1,6,9,7,4,-28,1,1,0,0.2

Additional structures follow:
Structure,NPY-Y1 antag,BaF3 tox,NPY-Y2 PAM-ag,Ba/F3 V617F tox,NPY-Y1 PAM-ag,S1P4 antagonist,RBBP9 inhibitor,Runt-CBFb FRET,S1P4 ag
CC(C)(C)c1ccc(NC(=O)C(=O)C2C(=O)Nc3ccccc32)cc1 (centres undefined),-2,4,2,-4,4,8,-12,1,-0.5
O=c1cc(CN2CCN(C/C=C/c3ccccc3)CC2)c2cc(O)ccc2o1,10,6,0,-1,-37,-17,-2,3,-2.2
Clc1ccc(Nc2ccc(-n3ccnc3)nn2)cc1Cl,-14,4,5,2,4,-9,-7,0,0.4
CCOC(=O)N1CCN(c2c(NCC3CCCO3)c(=O)c2=O)CC1 (centres undefined),1,7,9,-6,4,-17,-8,3,2.5
Cc1cccc(Nc2nnc(SCC(=O)Nc3ccccc3[N+](=O)[O-])s2)c1C,0,7,-3,1,-30,-11,0,-1,1.3
CC(C)CNC(=O)c1ccccc1NC(=O)Nc1ccccc1,5,4,-12,-1,2,0,-1,-2,1.6
Cc1cccc(OCCN2CSC(=S)N(C)C2)c1,0,4,-27,6,-23,-18,-6,0,2.5
O=C(NNC1CC(=O)N(c2ccccc2)C1=O)c1ccccc1Cl (centres undefined),x,5,-5,-5,-8,-1,-9,0,1.9
CN(C)c1ccc(NC(=O)CN2CCN(S(=O)(=O)c3cc(Cl)ccc3Cl)CC2)cc1,4,6,1,-2,0,-5,-10,4,0.5
CCOC(=O)/C(C#N)=C\c1c(OCC)n(CC)c2ccccc12,5,-5,0,-2,-21,-11,-10,-1,1.5

(more compounds)
Structure,NPY-Y1 antag,BaF3 tox,NPY-Y2 PAM-ag,Ba/F3 V617F tox,NPY-Y1 PAM-ag,S1P4 antagonist,RBBP9 inhibitor,Runt-CBFb FRET,S1P4 ag
Cc1cc(/C=C2/NC(=O)N(c3ccccc3)C2=O)c(C)n1-c1cccnc1,6,6,16,-1,18,-19,-7,-2,0.6
CCCCCC(=O)NNC(=O)Cc1ccc([N+](=O)[O-])cc1,0,11,3,2,10,-20,3,1,2.7
NS(=O)(=O)c1ccc(CNC(=S)NCc2ccc(Cl)cc2)cc1,-7,4,17,-1,14,-7,-7,1,0.7
COCc1cc(N2CCN(c3ccccc3F)CC2)nc(-c2ccccc2)n1,1,9,-12,3,-21,-5,5,0,-1.1
CC(=O)N1CCN=C1SCc1ccc(F)cc1,-3,2,-12,-1,24,1,-12,1,-1.6
Cc1cccc(NC(=O)CC2SC(=O)N(c3ccccc3)C2=O)c1 (centres undefined),-6,5,8,-2,27,-1,-2,5,1.7
COc1ccccc1NC(=O)Nc1ccc2c(c1)nnn2C,4,3,-18,-4,13,-29,-10,1,0.0
O=C(N/N=C/c1cc([N+](=O)[O-])ccc1Cl)c1ccc2nc[nH]c2c1,-3,2,-10,-2,7,-24,-9,-4,0.6
COc1ccc(C(=O)COC(=O)CNC(=O)c2cccc(OC(F)F)c2)cc1,6,3,2,2,12,-24,-9,0,1.0
CCOC(=O)CC(C)(C)/C(C)=N/Nc1ccc([N+](=O)[O-])cc1[N+](=O)[O-],0,4,12,2,-12,7,-8,-4,-1.2

The list continues:
Structure,NPY-Y1 antag,BaF3 tox,NPY-Y2 PAM-ag,Ba/F3 V617F tox,NPY-Y1 PAM-ag,S1P4 antagonist,RBBP9 inhibitor,Runt-CBFb FRET,S1P4 ag
COc1ccc(Cn2c(-c3ccc(OC)cc3)nc3c(c(=O)c4ccccc4n3C)c2=O)cc1,4,8,1,0,8,-18,1,-5,0.5
Cc1nc(NC(=O)/C=C/c2ccccc2)sc1C(=O)Nc1ccccc1,-1,5,0,-2,14,-1,5,0,-1.4
CCCC(c1nnnn1C(C)(C)C)N1CCN(C(=O)c2ccco2)CC1 (centres undefined),-1,7,-13,-1,-5,-1,-2,0,2.5
O=C(CN1C(=O)NC(Cc2c[nH]c3ccccc23)C1=O)Nc1cccc(S(=O)(=O)N2CCCC2)c1 (centres undefined),0,3,7,-1,-1,-19,-5,1,1.5
O=C(O)c1ccc(Sc2nnc3ccccn23)c([N+](=O)[O-])c1,x,-2,18,-4,17,7,3,2,-1.2
CCC(=O)NC(=S)Nc1cccc(NC(=O)c2ccc(Cl)cc2Cl)c1,0,7,-7,6,11,-6,9,20,-0.9
O=C(NCc1ccccc1)NCC12CC3CC(CC(C3)C1)C2,-1,-3,8,-3,12,-7,-4,-1,0.1
Cc1ccc(C2CCN(C(=S)NC3CCCCC3)C2)cc1 (centres undefined),5,1,-16,-2,5,-6,-3,0,-2.2
O=C(Nc1cccc2ccccc12)N1CCN(Cc2ccc3c(c2)OCO3)CC1,-3,12,-29,7,9,-4,-4,0,-0.7
COc1ccc(NC(=O)c2c(C)nn(Cc3ccccc3)c2Cl)cc1S(=O)(=O)N1CCOCC1,-2,8,3,4,5,-42,-1,-6,2.5
